RNase H inhibition: RNase H inhibition, HIV 1 Gag Pol polyprotein, FRET biochemical assay, screening (AID 372) | inhibition, % at 10 µM, or IC50 in µM where a hit was titrated | 100,000 compounds, 0.77% hits | HIV-1 RT RNase H, FRET RNA/DNA substrate fluorescence; higher % means a stronger effect; in the data active = inhibition above about 50%
An asterisk follows results filed as active; & = joins results of further samples. Some of the compounds tested (hit frequency here may not be typical).

Sample of the layout:
Structure	RNase H inhibition
COc1cc(/C=C2\SC(N3CCCC3)=NC2=O)cc(OC)c1OC	6.0%
CCOc1cc(C2C(C(=O)OC(C)CC)=C(C)NC3=C2C(=O)CC(c2ccc(OC)cc2)C3)ccc1OC(C)=O (stereo not given)	13.0%
CCn1cc(C(=O)NN)c(=O)c2cc(F)c(N3CCOCC3)cc21	7.0%
Cc1ccc(C(=S)N2CCOCC2)cc1	1.0%
Cc1cc(-c2nc3cc(NC(=O)/C=C\c4ccco4)ccc3o2)ccc1Br	43.0%

All compounds of this part, repeating the preview:
Structure	RNase H inhibition
COc1cc(/C=C2\SC(N3CCCC3)=NC2=O)cc(OC)c1OC	6.0%
CCOc1cc(C2C(C(=O)OC(C)CC)=C(C)NC3=C2C(=O)CC(c2ccc(OC)cc2)C3)ccc1OC(C)=O (stereo not given)	13.0%
CCn1cc(C(=O)NN)c(=O)c2cc(F)c(N3CCOCC3)cc21	7.0%
Cc1ccc(C(=S)N2CCOCC2)cc1	1.0%
Cc1cc(-c2nc3cc(NC(=O)/C=C\c4ccco4)ccc3o2)ccc1Br	43.0%
Cc1cc(/C=C2\C(=O)NC(=S)N(c3ccc(Cl)cc3)C2=O)c(C)n1-c1ccc(Cl)cc1	22.0%
CCOc1ccc(C(=O)/C=C/c2ccccc2C(F)(F)F)cc1	13.0%
O=C(CSc1nc2ccccc2s1)Nc1ccccc1[N+](=O)[O-]	43.0%
Cc1ccc(/C(O)=C2\C(=O)C(=O)N(CCc3ccccc3)C2c2cccc([N+](=O)[O-])c2)cc1 (stereo not given)	0.0%
Cc1ccccc1OCC(=O)Nc1cccc(-c2cc3ccccc3oc2=O)c1	6.0%
COc1cc(/C=C(\C#N)C(N)=O)cc(I)c1OS(=O)(=O)c1ccc(C)cc1	12.0%
C=CCN1C(=O)/C(=C\c2ccc(-c3ccc(C(=O)OCC)cc3)o2)SC1=S	0.0%
O=C(Nc1ccc(-c2cc(NC(=O)c3ccccc3)n(C(=O)c3ccccc3)n2)cc1)c1ccccc1	18.0%
COC(=O)c1ccc(C(=O)Nc2cc(Cl)c(Cl)cc2Cl)cc1[N+](=O)[O-]	0.0%
COCCCN1C2=C(C(=O)CC(C)(C)C2)C(c2ccc(OC)c(OC)c2)C2=C1CC(C)(C)CC2=O	8.0%
COc1ccc(OCc2nc(-c3cccc([N+](=O)[O-])c3)no2)cc1	3.0%
Cc1ccc(N2C(=O)CC(NCCc3ccccc3F)C2=O)cc1 (stereo not given)	0.0%
O=C(CSc1nc2ccccc2s1)NCCO	3.0%
COc1ccc(C(=O)Nc2ccc3nn(-c4ccc(F)cc4)nc3c2)cc1Cl	15.0%
Cc1cc(C)c2oc(-c3ccc(NC(=S)NC(=O)c4ccc(C)c([N+](=O)[O-])c4)cc3)nc2c1	43.0%
Nc1ccc2nc(SCC(=O)NC(c3ccccc3)c3ccccc3)sc2c1	26.0%
CCCCNCCCCOc1ccccc1Cl	5.0%
O=C1C(=Cc2cccc(OCc3ccccc3)c2)C(=O)c2ccccc21	9.0%
Cc1ccc(CN2C(=O)C(C)(C)N(C(=O)c3cccc([N+](=O)[O-])c3)c3ccccc32)c(C)c1	20.0%
CC(=O)N/C(=C\c1ccc(F)cc1)C(=O)NC(Cc1c[nH]c2ccccc12)C(=O)O (stereo not given)	0.0%

Structure	RNase H inhibition
Cc1ccc(N2C(=O)/C(=C/c3cccn3-c3ccc(N(C)C)cc3)C(=O)NC2=S)cc1	29.0%
Cc1c(C(=O)NC2CC(C)(C)NC(C)(C)C2)cccc1[N+](=O)[O-]	1.0%
N#Cc1c(/N=C/c2c(Cl)cccc2Cl)sc2c1CCCC2	14.0%
CCC(CC)C(=O)Nc1nc(-c2ccccc2)cs1	13.0%
COc1cc(C(=O)Oc2ccc(C)c(C)c2)cc(OC)c1OC	17.0%
Cc1cccc(OCCCOc2cccc(/C=c3\sc4nc5ccccc5n4c3=O)c2)c1	3.0%
N/C(=N\OC(=O)c1cccc(Br)c1)c1cccnc1	28.0%
CC(=O)Oc1cccc(N2C(=O)c3ccc(C(=O)Nc4cccc(C(=O)NCC(C)C)c4)cc3C2=O)c1	12.0%
Cc1ccc(-c2nc3ccccn3c2NC(=O)c2ccco2)cc1	0.0%
COc1cccc(C(=O)Nc2ccc3oc(-c4ccc(F)cc4)nc3c2)c1	11.0%
O=Cc1ccccc1OCC(=O)Nc1ccc(F)cc1	0.0%
CCc1ccc(/C=N/NC(=O)CN2CCSCC2)cc1	18.0%
CNC(=O)c1ccccc1N(Cc1ccccc1)S(=O)(=O)c1ccccc1	5.0%
CC1(C)CC(=O)C2=C(C1)OC1=C(C(=O)CC(C)(C)C1)C2c1ccc(O)cc1	4.0%
O=C(COc1ccccc1)Nc1cc(C(F)(F)F)cc(C(F)(F)F)c1	0.0%
CCCOC(=O)C1=C(C)NC(=O)NC1c1cccc(Cl)c1Cl (stereo not given)	7.0%
O=C1c2ccccc2C(=Nc2ccc(OC(F)F)cc2)C1c1ccc2ccccc2c1 (stereo not given)	5.0%
Cc1cccc(C(=O)NNC(=O)c2ccc(Cl)cc2)c1O	10.0%
CC1C(=O)C(C)C(c2ccc3c(c2)OCO3)NC1c1ccc2c(c1)OCO2 (stereo not given)	2.0%
NS(=O)(=O)c1ccc(CCNC2CC(=O)N(c3cccc(Cl)c3)C2=O)cc1 (stereo not given)	11.0%
Cc1ccc(N2CCN(S(=O)(=O)c3ccc(C)cc3)CC2)cc1	0.0%
CCCN(CCC)C(=O)c1cnn(-c2ccccc2)c1NC(=O)c1cccc(F)c1	9.0%
C/C(=N\N1C(=O)c2ccccc2C1=O)c1cccc([N+](=O)[O-])c1	9.0%
O=C1NN(c2ccc(Br)cc2)C(=O)/C1=C\c1ccc(F)cc1	21.0%
CCOc1cc(C(=O)NCc2ccco2)cc(OCC)c1OCC	0.0%

Two entries from above in another layout.
COc1cccc(C(=O)Nc2ccc3oc(-c4ccc(F)cc4)nc3c2)c1
  RNase H inhibition: 11.0%

O=Cc1ccccc1OCC(=O)Nc1ccc(F)cc1
  RNase H inhibition: 0.0%

More entries follow.
Structure	RNase H inhibition
CC(=O)C1=C(O)CC(C)(C)CC1=Nc1ccc(N)cc1	0.0%
Cc1ccc2c(c1)sc1nc(-c3cc4c(ccc5ccccc54)oc3=O)cn12	9.0%
COc1ccc2c(=O)c(-c3ccccc3Cl)c(C(F)(F)F)oc2c1C	10.0%
CCOC(=O)c1cnc2c(-c3ccccc3)c(C)nn2c1C	18.0%
COc1ccc(C2(C)N(O)C(C)C(c3ccccc3)=[N+]2[O-])cc1 (stereo not given)	6.0%
CC(C)=C1SC(N2CCN(Cc3ccccc3)CC2)=NC1=O	3.0%
Cc1ccc(-c2cc(N)n3nc(-c4ccc(C)cc4)cc3n2)cc1	0.0%
COc1cc(C)ccc1OCCOCCOc1cccc(C(F)(F)F)c1	27.0%
O=C(COc1ccc(Br)cc1Cl)Nc1cccc(Cl)c1	46.0%
O=C(Cn1c(O)c(N=NC(=O)C(=O)Nc2cccc([N+](=O)[O-])c2)c2ccccc21)Nc1ccccc1	28.0%
COc1ccc(C(=O)NC(=S)Nc2cccc(-c3nc4cc(Cl)ccc4o3)c2)cc1	37.0%
CCOC(=O)C1=C(C)N=c2s/c(=C\c3ccc(OCc4ccccc4)cc3)c(=O)n2C1c1ccccc1Cl (stereo not given)	10.0%
Cc1cc(C)nc(SCC(=O)N2c3ccccc3-c3c(ssc3=S)C2(C)C)n1	0.0%
CCCC(=O)Nc1ccc(NC(=O)c2ccccc2[N+](=O)[O-])cc1	7.0%
O=C(CSc1ncccn1)NCc1cccc(C(F)(F)F)c1	4.0%
Cc1ccc(Cl)c(OCC(O)Cn2cnc3cc(C)c(C)cc32)c1 (stereo not given)	14.0%
CC(=O)c1cccc(NC(=O)c2ccc(-c3ccccc3[N+](=O)[O-])o2)c1	13.0%
CCN(CC)c1ccc(C2C(C(=O)OCCc3ccccc3)=C(C)NC3=C2C(=O)CC(c2ccc(OC)cc2)C3)cc1 (stereo not given)	6.0%
Cc1ccc(N2C(=O)c3ccc(Oc4cccc(N)c4)cc3C2=O)cc1Cl	14.0%
COc1ccccc1/C=N/NC(=O)C(=O)Nc1ccc(F)cc1	7.0%
CCS/C(=N/Nc1ccc(C)cc1)C(C)=O	6.0%
Clc1ccc(Nc2nc(-c3ccccc3Cl)c3cc(Br)ccc3n2)cc1	13.0%
CCOC(=O)N1CCN(C(=O)CN(c2ccccc2CC)S(=O)(=O)c2ccccc2)CC1	3.0%
Cc1c(OC(=O)C2CCCCC2)ccc2c3c(c(=O)oc12)CCC3	23.0%
Cc1ccccc1NC(=O)COc1ccccc1	11.0%

Structure	RNase H inhibition
Cc1cccc(NC(=O)COc2ccc(C(C)C)cc2)c1C	9.0%
C/C(=C\C(=O)c1ccc(Cl)cc1)Nc1ccc(Br)c(C)c1	0.0%
Cc1ccc2cccc(OS(=O)(=O)c3ccccc3C)c2n1	58.0%*
O=C(COC(=O)c1ccc(NC(=O)c2ccc(Br)cc2)cc1)c1cccc([N+](=O)[O-])c1	39.0%
O=C1OC(c2ccc(Cl)cc2)=C/C1=C\c1cccc([N+](=O)[O-])c1	25.0%
O=C(COc1ccc2ccccc2c1)Nc1ccccc1F	2.0%
O=C(N=Nc1c(O)[nH]c2ccccc12)c1ccncc1	1.0%
CCN(CC)c1ccc(NC(=S)Nc2ccc(F)cc2)cc1	36.0%
O=C(ON1C(=O)C2C3c4ccccc4C(c4ccccc43)C2C1=O)c1ccccc1 (stereo not given)	8.0%
Cc1ccc(N2C(=O)c3ccc(C(=O)OCC(=O)c4ccc(Br)cc4)cc3C2=O)cc1	9.0%
O=C(COc1ccccc1Cl)N1c2ccccc2Sc2ccccc21	0.0%
O=C1/C(=C\c2cccc(C(F)(F)F)c2)SC(=S)N1c1cccc(Cl)c1	12.0%
Cc1[nH]n(-c2ccc(Cl)c(C(=O)O)c2)c(=O)c1/C=C1\C=c2ccccc2=NC1=O	10.0%
CC(=O)N(c1ccccc1)C1C=CS(=O)(=O)C1 (stereo not given)	12.0%
CCCOc1ccc(C(=O)Nc2ccc(O)cc2C(=O)O)cc1	1.0%
CCCn1c(SCCOc2ccc(OC)cc2)nc2ccccc21	26.0%
O=S1(=O)CCC(NC(=S)N/N=C/c2cccc(Oc3ccccc3)c2)C1 (stereo not given)	12.0%
CCCOC(=O)c1c(NC(=O)c2sc3ccccc3c2Cl)sc2c1CCC(C)C2 (stereo not given)	17.0%
COc1cc(OC)c(OC)cc1CN1CCN(C(=O)c2ccccc2)CC1	7.0%
O=C(Nc1ccc(N=Cc2ccc(Cl)cc2)cc1Cl)c1ccccc1	4.0%
COc1ccc(S(=O)(=O)N2CCN(S(=O)(=O)c3ccccc3)CC2)cc1	0.0%
CC(=O)Nc1ccccc1NC(=O)CCc1ccccc1	5.0%
CC(=O)Nc1ccc(S(=O)(=O)N/N=C(\C)c2cccs2)cc1	3.0%
O=C1N=C(N2CCN(Cc3ccccc3)CC2)S/C1=C/c1ccc(Cl)cc1	15.0%
CCOC(=O)C1=C(C)NC(=O)NC1c1cccc(OCC)c1O (stereo not given)	12.0%

Structure	RNase H inhibition
COc1ccc(N2C(=O)NC(=O)/C(=C/c3cc(Cl)c(OCCOc4ccccc4)c(OC)c3)C2=O)cc1	7.0%
Cc1ccc(/C=N/NC(=O)CSc2nc(C)cc(C)n2)cc1	7.0%
CC(C)c1cc(C(C)C)c(S(N)(=O)=O)c(C(C)C)c1	49.0%
O=C(CC1(O)C(=O)Nc2ccc(Br)cc21)c1ccco1 (stereo not given)	20.0%
Cc1occc1C(=O)N/N=C/c1ccc([N+](=O)[O-])o1	3.0%
C=CCOc1ccc(-c2nc3sc4c(c3c(=O)[nH]2)CCCC4)cc1Br	0.0%
COc1ccc(N2C(=O)/C(=C\c3cc(OC)ccc3OC)SC2=S)cc1	5.0%
O=C(NC(Nc1ncccn1)C(Cl)(Cl)Cl)c1ccco1 (stereo not given)	0.0%
O=C1C2C3C=CC(C4CC34)C2C(=O)N1c1ccccc1F (stereo not given)	11.0%
O=C(Nc1nc2ccccc2n1CCN1CCOCC1)c1ccccc1	8.0%
COc1cc(C(=O)NC(=S)Nc2ccc(Cl)cc2Cl)cc(OC)c1OC	12.0%
Cc1ccc(-c2cc3nc(C)c(C)c(C(C)(C)C)n3n2)cc1	14.0%
O=C(Nc1ccc(Cl)c(Cl)c1)Nc1nnc(/C=C/c2ccccc2)s1	43.0%
Cc1ccc2nc(SCC(=O)Nc3nc4ccccc4s3)[nH]c2c1	11.0%
CCOc1cc(C2C(C(=O)OC(C)C)=C(C)NC3=C2C(=O)CCC3)cc([N+](=O)[O-])c1O (stereo not given)	16.0%
CCn1c(C(O)c2cc(C(C)(C)C)c(O)c(C(C)(C)C)c2)nc2ccccc21 (stereo not given)	14.0%
CC1(C)CC(NC(=O)C(=O)Nc2ccc(Cl)cc2)CC(C)(C)N1	8.0%
COc1cccc(/C=C2/C=C(c3ccc(C)cc3)OC2=O)c1	25.0%
COc1cccc(OCCCOc2cccc(C=O)c2)c1	22.0%
Cc1cc(C)nc(SCCN2CCCCC2)n1	0.0%&0.0%
COc1cc(C2C(C(=O)OCC(C)C)=C(C)NC3=C2C(=O)CC(c2ccccc2)C3)ccc1OCc1ccccc1 (stereo not given)	12.0%
Cc1ccccc1NC(=O)C(=O)NNC(=O)c1ccccc1C	1.0%
Cc1cccc(/C=N/NC(=O)/C(=C/c2ccc([N+](=O)[O-])cc2)NC(=O)c2ccccc2)n1	18.0%
O=C(N/N=C/c1ccccc1[N+](=O)[O-])c1cccc(Cl)c1	3.0%
CS(=O)(=O)N(Cc1ccc(Cl)cc1)c1ccc(C(=O)NCC2CCCO2)cc1 (stereo not given)	8.0%
CSCCC(NC(=O)c1ccc(C)o1)C(=O)O (stereo not given)	17.0%

Bioassay records deposited in PubChem by MTDP.
